From PubChem BioAssay
NPYLR7 ag: agonists of mosquito NPYLR7 receptor, primary screen, cell-based, Aedes aegypti, calcium fluorescence, mosquito biting behavior; activation, % at 10 µM; Aedes aegypti neuropeptide Y-like receptor 7 (NPYLR7); 270,000 compounds, 0.15% hits; HEK293T NPYLR7/Galpha15, GCaMP6s calcium fluorescence; in the data active = activation above about 40%;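 also: 0% = vehicle and 100% = reference agonist at the receptor; some compounds past the cut are filed as inactive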
mcGAS lum: cyclic GMP-AMP synthase inhibitors, mouse, primary biochemical chemiluminescence. Q8C6L5. recombinant cGAS, Kinase-Glo ATP depletion luminescence. inhibition, % at 12.5 µM. 160,000 compounds, 0.15% hits. AID 1259399, 2018;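 also: 0% = negative control wells and 100% = reference inhibitor with no enzyme activity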
hcGAS inh: Primary biochemical luminescence assay for human cyclic GMP-AMP synthase inhibitors | Q8N884 | recombinant h-cGAS, ATP depletion, Kinase-Glo luminescence | inhibition, % at 12.5 µM | 290,000 compounds, 0.081% hits | AID 1259398, 2018;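 also: 0% = vehicle reaction and 100% = reaction without DNA for no activity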
Target sequence (Q8N884 whole entry, looked up): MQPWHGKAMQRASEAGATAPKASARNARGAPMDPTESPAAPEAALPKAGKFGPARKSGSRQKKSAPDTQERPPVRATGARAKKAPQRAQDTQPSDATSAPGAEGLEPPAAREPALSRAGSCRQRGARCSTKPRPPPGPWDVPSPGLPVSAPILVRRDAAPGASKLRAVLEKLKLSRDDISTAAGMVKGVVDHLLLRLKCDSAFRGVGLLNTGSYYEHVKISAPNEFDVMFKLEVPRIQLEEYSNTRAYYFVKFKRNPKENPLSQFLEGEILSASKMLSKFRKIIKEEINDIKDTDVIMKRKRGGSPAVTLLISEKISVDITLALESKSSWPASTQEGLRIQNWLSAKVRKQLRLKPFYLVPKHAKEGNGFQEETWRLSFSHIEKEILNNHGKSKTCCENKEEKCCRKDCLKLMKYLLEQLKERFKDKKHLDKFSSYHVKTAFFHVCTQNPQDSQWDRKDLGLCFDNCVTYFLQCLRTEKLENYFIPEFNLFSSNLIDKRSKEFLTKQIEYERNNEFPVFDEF
* marks the source's active call; other numbers are inactive results; . = no result given; & = joins results of further samples. Rule as the data show it, unless noted: active = inhibition above about 40%; inactive = the rest.

SMILES | NPYLR7 ag | mcGAS lum | hcGAS inh
Cc1ccc(C(O)c2ncc(-c3ccccc3C(F)(F)F)[nH]2)cc1 (stereo unspecified) | -2 | . | -5
Cc1nc(SCc2ccc(C(=O)NCC3CC3)cc2)nc(N(C)Cc2ccccc2)c1C | -5 | -3 | 2
Cc1ccsc1C=NN1CCOCC1 | -3 | . | -3
NC(=S)NN1C(=O)C2CC=CCC2C1=O (stereo unspecified) | 6 | . | -3
O=C(CCN(c1nc(-c2ccco2)nc2ccccc12)C1CCCCC1)NC1CC1 | -5 | -4 | -2
O=C1NC(=S)N/C1=C/c1cccc(OCc2ccccc2F)c1 | -6 | -4 | -5
COc1ccc(CC2CN(C(=O)Cc3cnc(C)[nH]c3=O)CCO2)cc1 (stereo unspecified) | -3 | -24 | -4
c1cncc(CN2CCN(c3cc(-c4cnc5ccccc5c4)nc4ccnn34)CC2)c1 | -4 | -2 | -5
O=C(NCC1CCCN(Cc2ccc(-c3ccco3)cc2)C1)c1cccnc1 (stereo unspecified) | 4 | . | -11
CCC1=NN(C(=O)c2cccnc2)C(O)(c2ccccc2)C1 (stereo unspecified) | 16 | . | -12
COc1ccc(C2CC(c3ccc(OC)c(OC)c3)=NN2C(=O)CN2CCC3(CC2)OCCO3)c(OC)c1 (stereo unspecified) | 0 | -6 | -3
O=C(O)c1ccc2c(c1NCCO)C(=O)c1ccccc1C2=O | -2 | -6 | -5
Clc1ccc(-c2cn3cccnc3n2)cc1 | 0 | . | -5
COc1nc(-c2cccc(F)c2)n(-c2ccc(NC(=O)c3ccc(F)cc3)cc2)n1 | . | -9 | -5
O=C(CCC1CCN(C(=O)C2CCCO2)CC1)NCc1cccc(C(F)(F)F)c1 (stereo unspecified) | 6 | . | -7
Cc1ccccc1Cn1cccc1CN(CC(O)COCc1ccccc1)CC1CCCCC1 (stereo unspecified) | . | 3 | -11
O=C(COc1ccc2ccccc2c1)NCCc1nc2ccccc2[nH]1 | 6 | -5 | -5
CNC(=O)c1csc(-c2snnc2C)n1 | 4 | 8 | -1
Nc1nc(SCC(=O)NCC2CCCO2)[nH]c(=O)c1NC(=O)c1ccc(F)cc1 (stereo unspecified) | -4 | -8 | -5
O=C(CC(c1ccc(OCc2ccccc2)cc1)c1c[nH]c2ccccc12)NCCN1CCOCC1 (stereo unspecified) | 9 | -4 | -3
O=C(c1ccc(F)cc1)N1CCN(C(c2ccc(Cl)cc2)c2ccc(Cl)cc2)CC1 | 13 | -5 | 3
CCc1csc(CNC(=O)c2ccc(=O)[nH]c2)n1 | -4 | -1 | 2
CC(Oc1ccccc1)C(=O)N1CCC(c2nc(-c3ccc(Cl)cc3)no2)CC1 (stereo unspecified) | 4 | -5 | -9
C=CCn1cnc2c(nnn2-c2ccc(OC)c(OC)c2)c1=O | -3 | -9 | -7
O=c1[nH]c(=S)[nH]c(O)c1N=Nc1ccc(F)cc1 | 3 | . | 4

3 consecutive compounds already listed, quoted:
SMILES | NPYLR7 ag | mcGAS lum | hcGAS inh
Nc1nc(SCC(=O)NCC2CCCO2)[nH]c(=O)c1NC(=O)c1ccc(F)cc1 (stereo unspecified) | -4 | -8 | -5
O=C(CC(c1ccc(OCc2ccccc2)cc1)c1c[nH]c2ccccc12)NCCN1CCOCC1 (stereo unspecified) | 9 | -4 | -3
O=C(c1ccc(F)cc1)N1CCN(C(c2ccc(Cl)cc2)c2ccc(Cl)cc2)CC1 | 13 | -5 | 3

Further records follow:
SMILES | NPYLR7 ag | mcGAS lum | hcGAS inh
O=C(CN1CCCCCC1=O)NC1CCOc2ccccc21 (stereo unspecified) | 10 | -6 | -3
Cc1ccc(C(=O)NCCn2cc(SCC(N)=O)c3ccccc32)cc1 | 16 | . | 3
COCCCN(Cc1cccn1Cc1ccccc1Cl)C(=O)Nc1ccc(C)c(Cl)c1 | -5 | 0 | -1
Cc1cc(Oc2ccc(Cl)c(C)c2)nc(SCc2ccc(C(F)(F)F)cc2)n1 | 19 | -6 | -9
CCc1nc2c(OCc3cccc(Cl)c3)cccn2c1N(C)C(=O)c1ccc(C)cc1 | 5 | -1 | -2
Fc1cccc(CN2CCN(Cc3cccc(Cn4cccn4)c3)CC2)c1 | 6 | . | 0
COc1ccc(CN2CC(=O)N(c3ccccc3SC)C(C)C2)cc1O (stereo unspecified) | 1 | -11 | -7
C(=C\c1ccccc1)/CSc1nnc(-c2cccnc2)o1 | -1 | 1 | 1
COc1ccc(OC)c(-c2cnc(-c3cccc(CNC(=O)c4oc5ccccc5c4C)c3)[nH]2)c1 | . | 7 | 9
CN(CC(=O)N[C@@H]1CC[C@@H](N)C1)Cc1ccccn1 | -4 | -10 | -5
COc1ccc2cc(CCNC(=O)C(C)Oc3ccccc3)c(=O)[nH]c2c1 (stereo unspecified) | 3 | -6 | -4
CSCc1cccc(C(=O)NCc2ccccn2)c1 | 6 | -6 | -16
O=C(N[C@@H]1CCCCC1NC(=O)C1CCN(C(=O)CCc2ccccc2)CC1)c1ccccc1 (stereo partly specified) | 3 | -1 | -1
COC(=O)c1ccc(-c2nc(CN(C)C3CCCc4ccccc43)c(C)o2)cc1 (stereo unspecified) | 3 | . | -4&-9
O=C(NC1CCCc2nccnc21)c1cn[nH]n1 (stereo unspecified) | 3 | -10 | -6
CN(C)C(CNC(=O)C1CCCc2ccccc21)c1ccccc1 (stereo unspecified) | 4 | . | 2
O=C(c1ccccc1N1CCC(NS(=O)(=O)c2ccc(Cl)cc2)CC1)N1CCN(C2CCCC2)CC1 | 2 | -5 | -6
CCCN(C)CC1CCN(C(=O)Nc2cccc3cccnc23)C1 (stereo unspecified) | 0&-1 | -11&-6 | -2&-12
Cc1cc(C)c2c(c1C(=O)NCCn1c([N+](=O)[O-])cnc1C)CC(C)(C)C2=O | 6 | -3 | -1
Cc1noc(C2CN(C(=O)c3cc(-c4ccc(F)cc4)nn3C)C2)n1 | 1 | . | -9
COc1cc(OC)c(C2CC(c3ccc(Cl)cc3)=Nc3ncnn32)cc1OC (stereo unspecified) | 5 | . | -5
CN(C)CCN(Cc1nccn1Cc1ccccc1C(F)(F)F)C(=O)c1cccc(F)c1 | 4 | 1 | 2
CCc1c(C)nc2c(-c3ccccc3)c(C)nn2c1N1CCCC1 | -2 | -7 | -2
CSCc1noc(CNC(=O)[C@@H](N)C(C)(C)C)n1 | . | -7 | -13
C=c1ccccc1=c1[nH]/c(=C/c2cc(Br)ccc2OC)c(=O)o1 | -1 | . | -2

Remaining list, next part:
SMILES | NPYLR7 ag | mcGAS lum | hcGAS inh
COc1ccc(S(=O)(=O)NCCCN2CCOCC2)cc1N1CCN(C(=O)c2cc3ccccc3s2)CC1 | 11 | -3 | -1
CC(c1nc(N)nc(N(C)C)n1)N1CCSC(c2ccccc2)C1 (stereo unspecified) | -3&-1 | . | 2&-3
CC(C)c1cc(C(=O)Nc2ccccc2)c2cnn(C(C)C)c2n1 | 8 | . | -2
Cc1ccc(OCC(=O)Nc2nnc(C)s2)cc1 | 0 | -1 | -6
O=C(NC1=NCCS1)c1cn(Cc2cccc(F)c2)nc1OCc1cccc(F)c1 | 15 | -7 | -11
O=C(C1CCCC1)N(CCN1CCOCC1)Cc1nccn1Cc1ccc(F)cc1 | 6 | -6 | -8
CCn1cc(CN(C)C2CCCN(CCc3ccccc3)C2)c(C)n1 (stereo unspecified) | 15 | . | -8
C=CCOc1ccccc1C1CC(=O)Nc2c1c(C)nn2-c1ccc2nncn2n1 (stereo unspecified) | 0 | . | -6
CNc1nc(-c2ccc(N3CCCC3=O)cc2)cs1 | -9 | . | -15
CCC1(C)NC(=O)N(Nc2ncnc3sc4c(c23)CCC4)C1=O (stereo unspecified) | -2 | . | -1
COc1ccccc1C(=O)N(CC(=O)N1CCc2sccc2C1COc1ccc(Cl)c(C)c1)Cc1ccco1 (stereo unspecified) | -3 | 0 | -1
Cc1cc(C(=O)Nc2ccn(CCC#N)n2)nn1-c1ccccc1 | 8 | . | -10
Cn1cc(/C=C/c2cc(C(=O)O)c3ccccc3n2)c(=O)n(C)c1=O | -3 | -6 | -2
O=C(N[C@H](Cc1ccccc1)C(=O)N1CCC(c2ccc(F)cc2)CC1)OCc1ccccc1 | -28 | 0 | -1
COc1ccccc1OC1CCN(C(=O)c2ccc(-n3cc(NC(=O)c4ccoc4)cn3)cc2)CC1 | 18 | -13 | -9
CC1CN(c2cc(Cl)nc(SCC(=O)N(CCC#N)Cc3cccnc3)n2)CCN1C(=O)c1ccc(F)cc1 (stereo unspecified) | -2 | -4 | -1
Clc1ccc(CNc2nc3c(-c4ccccc4)nnn3c3ccccc23)cc1 | 2 | -5 | 2
CCC(=O)N1N=C2C3CCN(CC3)C2C1c1cccs1 (stereo unspecified) | 3 | -5 | -6
COCc1cc(C)nc(OCC(=O)N/N=C\c2ccc(-c3cc([N+](=O)[O-])ccc3C)o2)c1C#N | -9 | -5 | -1
Cc1ccc(C)c(OS(=O)(=O)c2cn(C)c(=O)n(C)c2=O)c1 | 0 | -8 | -8
CC1CCN(CC(O)CN2CCN(Cc3nccn3C)C(C)C2)CC1 (stereo unspecified) | 4 | . | -10
N#Cc1ccc(CON=C2c3ccccc3-c3ccccc32)cc1 | 7 | -6 | -6
O=C1NC(=S)N/C1=C/c1cccc(Oc2ccc([N+](=O)[O-])cc2[N+](=O)[O-])c1 | -11 | -3 | -3
COc1cc(NC2CCS(=O)(=O)CC2)ncn1 | 33 | . | -3
CCOc1ccc(C(=O)NCCNS(=O)(=O)c2ccc(Cl)cc2)o1 | 3 | . | -6

Look-ups from the entries so far.
In mcGAS lum, O=C(CC(c1ccc(OCc2ccccc2)cc1)c1c[nH]c2ccccc12)NCCN1CCOCC1 (stereo unspecified) reads -4
In NPYLR7 ag, O=C(CN1CCCCCC1=O)NC1CCOc2ccccc21 (stereo unspecified) reads 10
In mcGAS lum, COc1ccccc1C(=O)N(CC(=O)N1CCc2sccc2C1COc1ccc(Cl)c(C)c1)Cc1ccco1 (stereo unspecified) reads 0

Next section:
SMILES | NPYLR7 ag | mcGAS lum | hcGAS inh
COCCn1cnnc1CCNC1CCC2(CCNCC2)CC1 | 12 | . | -6
Cc1ccc(-c2cc(O)c3c(c2)CN(Cc2snnc2C)CCO3)s1 | 3 | . | -4
CN(C)CCP(=O)(c1ccccc1)c1ccccc1 | 5 | . | -5
Cc1ccc(CN(CCN2CCOCC2)Cc2ccc(C(O)(c3ccccc3)c3ccccc3)o2)s1 | -1 | -5 | -5
COc1cccc(CN2CCN(c3ccc(NC(=O)Nc4ccc(C(C)C)cc4)cn3)CC2)c1OC | . | -3 | 1
CC(=O)c1cc(C(=O)OCC(=O)Nc2ccc(F)cc2)c2ccccn12 | -1 | -7 | -6
COc1cccc(C(=O)N(CCn2cccn2)c2nc3c(F)cccc3s2)c1 | -22 | -10 | -5
CC(C)c1cc(N2CCC3(CC2)CNC(C(=O)O)C3)nc(C(F)(F)F)n1 (stereo unspecified) | . | -6 | -14
CCOC(=O)c1cc(-c2cccc(NC(=O)c3ccc(F)cc3)c2)n(-c2ccc(OC)cc2)n1 | 21 | -6 | -5
Cc1occc1C(=O)OCn1nnc2ccccc2c1=O | 19 | . | -13
CCN(Cc1ccncc1)Cc1cccc(C(=O)Nc2nccs2)c1 | 13 | . | -9
Cc1ccccc1CC(=O)NNC(=O)C1CCCCC1 | 25 | . | -6
CN1CCN(c2ncccc2CNC(=O)c2cnc3c(c2)nnn3C)CC1 | 8 | -13 | 0
O=c1cc(CSc2ncnc3sc4c(c23)CCCC4)nc2sccn12 | -5 | -8 | -9
CN(C)Cc1ccc(NC(=O)C2CCN(C(=O)N3CCCC3)CC2)cc1F | -1 | . | -5
O=c1c2cnn(C3CCS(=O)(=O)C3)c2ncn1Cc1ccc(Cl)cc1 (stereo unspecified) | 10 | . | -11
CCCn1c(SCC(=O)N(CC(C)C)CC(C)C)n[nH]c1=O | -1 | . | -2
CCNC(=O)C1(C)CCCN(Cc2cc(-c3ccccc3)nn2C)C1 (stereo unspecified) | 1 | . | -10
CCN=C(NCC)SCc1cc([N+](=O)[O-])cc2c1OCOC2 | 1 | -3 | -2
COc1cc(C=Nn2c(-c3ccc(Cl)cc3Cl)n[nH]c2=S)cc(OC)c1O | -3 | -1 | -2
COc1cccc(C(=O)N2c3ccccc3CC2C)c1O (stereo unspecified) | 1 | . | -1
Cc1cnc2c(C(=O)N3CCn4nc(C(=O)NC5CC5)cc4C3)cnn2c1 | 5 | -22 | -6
O=S(=O)(NC1CCCOc2ccc(F)cc21)C1=Cc2ccccc2CC1 (stereo unspecified) | 6 | . | -5
CC1(C)CC(=O)C2=C(C1)OC(c1cccs1)C(C#N)C2=N (stereo unspecified) | 10 | . | -9
CCOc1ccc(S(=O)(=O)N(C(=O)C2CCCCC2)c2ccc3oc(C)c(C(C)=O)c3c2)cc1 | -5 | 0 | 2
Cc1ccc2nc(Cl)sc2c1 | -19 | 1 | 7
O=C(NCCN1CCc2ccccc2C1)C1CC(=O)N(Cc2ccncc2)C1 (stereo unspecified) | 26 | . | 0

Part of the list above, comma-delimited.
structure,NPYLR7 ag,mcGAS lum,hcGAS inh
COc1cccc(C(=O)N(CCn2cccn2)c2nc3c(F)cccc3s2)c1,-22,-10,-5
CC(C)c1cc(N2CCC3(CC2)CNC(C(=O)O)C3)nc(C(F)(F)F)n1 (stereo unspecified),.,-6,-14
CCOC(=O)c1cc(-c2cccc(NC(=O)c3ccc(F)cc3)c2)n(-c2ccc(OC)cc2)n1,21,-6,-5
Cc1occc1C(=O)OCn1nnc2ccccc2c1=O,19,.,-13
CCN(Cc1ccncc1)Cc1cccc(C(=O)Nc2nccs2)c1,13,.,-9
Cc1ccccc1CC(=O)NNC(=O)C1CCCCC1,25,.,-6
